# KDM5B inhibitor = KDM5B demethylase inhibition | Q9UGL1 | KDM5B demethylase, FDH-coupled NADH fluorescence (FDH is formaldehyde dehydrogenase) | Potency, µM (doses to about 57.7 µM), for the others: at the highest dose activity change, negative = inhibition, most hits filed as inhibitors | hit rate 2.6% among 220,000; active means well fitted inhibition curve with a large enough effect; inconclusive means small, poorly fitted or top-dose-only effect; inactive means no such curve, though single readings can be large or run the other way; further: 0% is about no effect; nearly all actives have a fitted effect of over 70% in size
# Target sequence (Q9UGL1 whole entry, looked up): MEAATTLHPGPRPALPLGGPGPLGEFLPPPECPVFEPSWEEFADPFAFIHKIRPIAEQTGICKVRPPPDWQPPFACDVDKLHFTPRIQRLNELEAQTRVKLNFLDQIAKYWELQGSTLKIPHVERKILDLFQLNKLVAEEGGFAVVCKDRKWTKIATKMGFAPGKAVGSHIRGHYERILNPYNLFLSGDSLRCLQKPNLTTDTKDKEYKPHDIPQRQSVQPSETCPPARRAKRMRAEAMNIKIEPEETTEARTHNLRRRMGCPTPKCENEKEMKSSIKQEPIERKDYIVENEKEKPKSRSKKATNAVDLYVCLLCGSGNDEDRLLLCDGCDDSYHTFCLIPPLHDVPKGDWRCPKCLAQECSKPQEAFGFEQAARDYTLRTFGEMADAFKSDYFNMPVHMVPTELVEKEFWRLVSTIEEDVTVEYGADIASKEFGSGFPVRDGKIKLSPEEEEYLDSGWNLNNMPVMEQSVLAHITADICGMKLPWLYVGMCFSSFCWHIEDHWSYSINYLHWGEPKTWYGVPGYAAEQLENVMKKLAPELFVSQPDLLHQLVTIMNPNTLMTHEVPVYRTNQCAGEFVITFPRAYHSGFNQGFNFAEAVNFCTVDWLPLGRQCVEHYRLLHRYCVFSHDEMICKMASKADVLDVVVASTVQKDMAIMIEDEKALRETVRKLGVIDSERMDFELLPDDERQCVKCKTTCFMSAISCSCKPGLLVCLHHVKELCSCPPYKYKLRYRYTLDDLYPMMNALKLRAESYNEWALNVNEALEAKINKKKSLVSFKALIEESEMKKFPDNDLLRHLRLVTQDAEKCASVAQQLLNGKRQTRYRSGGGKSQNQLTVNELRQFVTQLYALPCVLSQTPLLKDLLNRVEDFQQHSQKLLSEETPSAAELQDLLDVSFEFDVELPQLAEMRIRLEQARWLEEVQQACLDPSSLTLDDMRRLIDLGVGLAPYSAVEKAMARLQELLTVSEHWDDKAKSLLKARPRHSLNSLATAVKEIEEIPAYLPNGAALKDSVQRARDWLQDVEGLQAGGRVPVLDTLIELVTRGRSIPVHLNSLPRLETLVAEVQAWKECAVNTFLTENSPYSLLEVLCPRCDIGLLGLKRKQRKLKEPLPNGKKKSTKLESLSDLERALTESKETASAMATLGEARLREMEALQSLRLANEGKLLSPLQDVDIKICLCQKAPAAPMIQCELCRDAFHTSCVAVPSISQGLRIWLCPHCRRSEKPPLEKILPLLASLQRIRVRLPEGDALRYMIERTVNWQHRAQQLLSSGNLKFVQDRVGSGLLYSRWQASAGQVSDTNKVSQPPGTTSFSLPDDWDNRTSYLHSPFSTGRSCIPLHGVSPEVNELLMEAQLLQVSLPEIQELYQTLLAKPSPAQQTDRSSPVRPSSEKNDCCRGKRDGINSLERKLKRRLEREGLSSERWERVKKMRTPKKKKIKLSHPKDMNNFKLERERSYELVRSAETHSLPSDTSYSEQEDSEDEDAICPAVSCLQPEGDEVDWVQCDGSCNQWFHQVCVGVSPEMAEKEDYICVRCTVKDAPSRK
#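 Compound dilutions met 200 nM (final) KDM5BΔAP for 10 min at room temperature before substrate addition. The substrate mix held 12.5 µM H3K4me3 with cofactors 25 µM α-ketoglutarate and 50 µM Fe²⁺. NADH signal gain over 30 min defined activity.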
# The depositor's hits bear a star; i = inactive; ? = inconclusive; & = joins results of further samples; [ ] = remark or other dose. Potency means the concentration at half of the fitted maximal effect. An excerpt; rates above refer to the full screens.
SMILES,KDM5B inhibitor
O=C1NC(=NC2CCCCC2)C2(CCCN(S(=O)(=O)c3cccs3)C2)N1c1cc(F)cc(F)c1 (stereo not drawn),23%[115 µM]
Cc1noc(C)c1S(=O)(=O)N1CCC(C(=O)N2CCN(c3cccc(C(F)(F)F)c3)CC2)CC1,7%
CCCn1c2ccccc2c2cnn(CC(=O)NC(CCSC)C(=O)OC)c(=O)c21 (stereo not drawn),54%[activator]
Cc1cc(Nc2cc(Cl)cc(Cl)c2)nc(-c2ccccc2O)n1,-9%
COC(=O)c1cc(-c2ccc(OC)c(OC)c2)nc2ccc(C)cc12,-13%
CCCCN(CC)C(=O)CN1C(=O)NC(c2ccccc2)C2=C1COC2=O (stereo not drawn),0%
COC[C@@H]1CN(C(=O)Cn2cccn2)C[C@H]1c1ccncc1,-4%
Cc1cccc(NC(=O)c2cc(=O)c3ccccc3o2)c1,5%&2%
COc1cc(-c2nc(Cc3c(F)cccc3Cl)no2)cc(OC)c1OC,-14%
CCC(CC)C(=O)NC[C@H]1O[C@@H](CC(=O)N2CCN(c3ccccc3OC)CC2)[C@H](O)[C@@H]1O,-13%
Cc1nn(C(=O)COc2ccccc2Br)c(C)c1Sc1ccccc1,-13%
COCC(=O)N1CCN(C(=O)c2cccnc2)C[C@@H]1C(=O)N[C@@H](Cc1ccc(OC)cc1)C(=O)OC,-3%
O=C(c1cccc(F)c1)N1CCOc2ccc(CN3CCc4ccccc4C3)cc2C1,-12%
COc1cc(/C=C2\SC(=S)N(C(C(=O)O)c3ccccc3)C2=O)cc(OC)c1OC (stereo not drawn),-15%
Fc1ccccc1-c1noc(-c2nc(-c3cnccn3)no2)n1,27%
O=C1CCN(S(=O)(=O)c2cccs2)CCCC(CO)CCN1 (stereo not drawn),?
O=C(COc1ccc([N+](=O)[O-])cc1)NNC(=O)c1cccnc1,7%
CC1CCCC(NC(=O)NC(=O)COC(=O)C2=NN(c3ccccc3)C(=O)CC2)C1C (stereo not drawn),-4%
CCCCOC(=O)c1ccc(N2CC3CCC(C2)N3CC(F)(F)F)nn1,-10%[115 µM]
CCOC(=O)c1c(NC(=O)c2nc(SC)ncc2Cl)sc(C)c1C,-12%
CC(C)(C)c1ccc(OCc2nn3c(CN4CCCCC4)nnc3s2)cc1,-25%
CC(=O)N1C[C@@H]2CCCN3CCC[C@@H]([C@H]23)[C@H]1CCCC(=O)NCCCN1CCCc2ccccc21,?
CN(C)CCCN(C(=O)c1ccco1)c1nc2ccc(Br)cc2s1,6%
COCCOCC(=O)N1CCC(c2noc(C3CC3)n2)C1 (stereo not drawn),-19%
CC(C)C(CNC(=O)CCc1ncc(-c2ccc(F)cc2)o1)N(C)C (stereo not drawn),-16%
Cc1ccc(CNC(=O)Nc2cn(CC(C)C)c(=O)c3ccccc23)cc1,?
CNC(=O)c1cc(-c2ccc(Cl)cc2)n(-c2ccccc2)n1,34%
COC1CCN(C(=O)c2ccnc(-c3nnc4ccc(Nc5ccccc5)nn34)c2)CC1,10%[86.2 µM]
COc1ccc(OCC(=O)NC(c2ccccc2)c2cccs2)cc1 (stereo not drawn),7%
CCOC(=O)C1(Cc2cccc(OC)c2)CCCN(C(=O)CCN2CCCCO2)C1 (stereo not drawn),38%[activator]
CCc1nnc(SCC(=O)Nc2c(Cl)cccc2Cl)n1-n1cccc1,-7%
CCOC(=O)C1=C(CN2CCN(Cc3ccccc3)CC2)NC(=O)NC1c1ccccc1 (stereo not drawn),6%
O=C(Cc1ccccc1F)NC(c1ccc2c(c1)CCC2)c1cccs1 (stereo not drawn),-8%
Cc1ccc(NC(=O)[C@H](C)NC(=O)C2CCN(C(=O)[C@@H](NC(=O)OC(C)(C)C)C(C)C)CC2)cc1,33%
CC(=O)Nc1cccc(-c2cc3c(ccn3CC3CCN(C)CC3)c(N3CCOCC3)n2)c1,?
Cc1cc(NCCCNc2ccccc2)nc(-c2cccnc2)n1,26%
Cc1cc(C(=O)N2C[C@@H](CO)[C@H](c3ccncc3)C2)on1,18%
CC(Sc1nnc(CN2CCCC2)n1Cc1ccccc1)C(=O)Nc1ccc(F)cc1 (stereo not drawn),1%
COC(=O)c1ccc(NC(=O)C(c2ccccc2)N2Cc3ccccc3C2=O)cc1 (stereo not drawn),-22%
O=C1NCc2ccccc2CC12CCCN(Cc1ccc(Cl)s1)C2 (stereo not drawn),-9%[115 µM]
O=C(COc1ccc2ccc(=O)oc2c1)NCC1(N2CCCCC2)CCCCC1,?
COc1cc(C(=O)OCCOc2ccccc2F)cc(OC)c1OC,-12%
COc1ccc(S(=O)(=O)NCC2CCCN(C(=O)c3ncoc3C)C2)cc1 (stereo not drawn),24%
CC(C(=O)N1CCc2ccccc2C1)N(C)CC(=O)Nc1ccc(Cl)c(C(F)(F)F)c1 (stereo not drawn),-14%
CC1CCCCC1NC(=O)CSc1nnc(CC(=O)Nc2ccccc2F)n1C (stereo not drawn),-18%
Cn1c(=O)[nH]c(=O)c2c1nc(Sc1ccccc1)n2Cc1ccc(Cl)cc1,-4%
O=C(NCCCO)c1nn(-c2ccc(Cl)cc2)nc1CO,?
O=C(Nc1c2c(nn1-c1ccccc1)CS(=O)(=O)C2)C1CCCC1,11%
O=C(NCc1cccs1)C1CCCN(c2nc3ncccc3o2)C1 (stereo not drawn),-29%[86.2 µM]
Cc1cc(C)cc(NC(=O)c2nn(C)c(=O)c3ccccc23)c1,6%
Cc1csc(CNC(=O)c2ccc3cc[nH]c3c2)n1,i
CCOc1ccc(NC(=O)N2CCN(S(=O)(=O)c3ccc4c(ccn4C)c3)CC2)cc1,?
Cc1ccccc1CC(=O)NCCc1cccnc1,-1%
Cc1oc(C(O)c2ccccc2)nc1C(=O)N1CCC(n2c(=O)[nH]c3ccccc32)CC1 (stereo not drawn),-9%[86.2 µM]
c1ccc2c(c1)COC1(CCNC1)CN2CC1CCCC1 (stereo not drawn),?
CC(=O)N1CCC(N2CC[C@H](CO)[C@H](N(C)C)C2)CC1,-27%
C=CCN(Cc1cccs1)C(=O)C1CCC1,22%
COC(=O)C1=C(C)NC2=C(C(=O)c3ccccc32)C1c1cccc(OC)c1 (stereo not drawn),-8%
COC(=O)c1ccc(N2CCN(C(=O)Cn3nnnc3CN(C)C(C)C)CC2)cc1,-16%
CC(=O)N1CCC2(CC1)CN(Cc1ccncc1)Cc1ccccc1O2,56µM*
# Next part:
SMILES,KDM5B inhibitor
Cc1ccc(NC(=O)C(CC(C)C)NC(N)=O)cc1 (stereo not drawn),13%
CCc1nc(NCC(C)C)c(C#N)c2c1CCCC2,-20%
CCOc1ccc(CN2CCN(CC(N)=O)CC2CCO)cc1 (stereo not drawn),?
Cc1ccc2cccc(NC(=O)COc3ccc(C)c(C)c3)c2n1,-3%
O=C(c1ccc(Cl)cc1)N1CCC(n2cc(-c3cccnc3)[nH]c2=O)CC1,?
O=C(O)CCCC(=O)N1CCN(c2ccccc2Cl)CC1,17%
CNC(=O)c1ccc2c(c1)NC(=O)CCS2,39%[activator]
CN1CCC(Cc2noc(C3CC(=O)N(Cc4cccnc4)C3)n2)CC1 (stereo not drawn),-1%
C=CCOC(Cn1ccnc1)c1ccc(Cl)cc1Cl (stereo not drawn),?
O=C(O)CCn1ncc2cc(OCc3ccc(-c4cncnc4)cc3)ccc21,?
COC(=O)C(C(=O)OC)C(c1ccc(Br)cc1)C(C)C(=O)c1ccc(C)cc1C (stereo not drawn),-2%
CC(=O)N1CC2(CCN(Cc3cc4ccccc4[nH]3)C2)Cc2ccccc21 (stereo not drawn),?
CC1CCN(S(=O)(=O)N2CCC(C(=O)N3CCc4nc5cc[nH]n5c(=O)c4C3)CC2)CC1,?
CN(C(=O)c1ccc(NC(=O)C2CC2)cc1)C1CCCCC1,20%
CCOc1cc(NC(=O)C2CC2)c(OCC)cc1NC(=O)c1ccccc1OCC,i
CCn1c(SCC(=O)c2ccc[nH]2)nnc1-c1ccncc1,11%
COCc1ccc(C(=O)N2CCN(Cc3ccccc3)CC(O)C2)s1 (stereo not drawn),-20%
Cc1noc(-c2ccc(OC3CN(C(=O)C(C)Oc4ccccc4)C3)cc2)n1 (stereo not drawn),-25%
CCNC(=O)N1CC[C@H]2C(=O)NCCCCCCN(Cc3ccncc3)[C@@H]2C1,?
Cc1ccc(C(C(=O)NC2CCCC2)N(C(=O)c2csnn2)C2CC2)cc1 (stereo not drawn),1%
Cc1ccccc1N1CC(=O)Nc2c(oc3nc(-c4ccccc4)cc(C)c23)C1=O,-31%
C/C(=N/NC(=O)c1ccccc1)c1ccc(Cl)s1,7%
CSc1cccc(NC(=O)c2csc3c2CCCC3)c1,-21%
COc1ccc(C(=O)c2sc(Nc3cccc(Cl)c3)nc2N)cc1,-6%
O=C(NC[C@H]1COCc2nc3cc(C(F)(F)F)ccc3n21)c1cccnc1,15%[86.2 µM]
Cc1cccn2c(=O)c(C(=O)NCCc3ccccc3)cnc12,?
FC(F)(F)c1ccc(CSc2ccccn2)cc1,-2%
COc1c(C)cc(NC(=O)c2ccc(CN3CCC(O)CC3)cc2)cc1C,1%
Cc1ccc2nc(CO[C@H]3CN(C4CCN(C)CC4)C[C@H]3F)[nH]c2c1,-37%[86.2 µM]
Cn1cc(S(=O)(=O)N2CCC(C(=O)Nc3cccc(Br)c3)CC2)cc1C(N)=O,16%
O=C(Cc1ccc(F)cc1)N1CCn2c(nn(-c3ccc(F)cc3)c2=O)C1,10%
CC(=O)c1ccc(OCCCCN2CCCC2)cc1,?
CC(Oc1ccccc1)C(=O)N1CCC(c2nn(C)c3c2COCC3)CC1 (stereo not drawn),-13%
COC(=O)C(C)Sc1nc(C)nc2c1c(=O)n(C)c(=O)n2CC(C)C (stereo not drawn),10%
CCOc1cc(C=O)ccc1OCc1cccc2ccccc12,-3%
O=C(COc1ccc(Cl)cc1)OCc1cc(=O)n2nc(-c3cccs3)sc2n1,?
Cc1cc(Cl)ccc1OCc1n[nH]c(=S)n1C,4%
CCc1ccc(C(=O)c2cn(Cc3ccccc3)c3cc(OC)c(OC)cc3c2=O)cc1,-24%
COc1ccc(Cn2c(C(C)n3cccn3)n[nH]c2=O)cc1 (stereo not drawn),42%[activator]
CC(=O)c1cccc(NS(=O)(=O)c2ccc(-c3coc(C)n3)cc2)c1,11%
Cc1ccc(C)c(N2CCN(S(=O)(=O)c3cc(C(=O)Nc4cc(Cl)cc(Cl)c4)ccc3F)CC2)c1,-3%
COc1ccc(NC(=O)c2ccc3oc(=O)c(S(=O)(=O)c4ccc(F)cc4)cc3c2)cc1OC,-21%
CS(=O)(=O)N(C1CC1)C1CCOC2(CCN(C(=O)c3ccccc3)CC2)C1 (stereo not drawn),15%
CCOc1cccc(NC(=O)CSc2ncc(-c3ccccc3)[nH]2)c1,-19%
Cc1ccc(-c2noc(-c3ccc(Br)o3)n2)s1,7%

# Some of the entries so far, bar-delimited.
molecule | KDM5B inhibitor
FC(F)(F)c1ccc(CSc2ccccn2)cc1 | -2%
COc1c(C)cc(NC(=O)c2ccc(CN3CCC(O)CC3)cc2)cc1C | 1%
Cc1ccc2nc(CO[C@H]3CN(C4CCN(C)CC4)C[C@H]3F)[nH]c2c1 | -37%[86.2 µM]
Cn1cc(S(=O)(=O)N2CCC(C(=O)Nc3cccc(Br)c3)CC2)cc1C(N)=O | 16%
O=C(Cc1ccc(F)cc1)N1CCn2c(nn(-c3ccc(F)cc3)c2=O)C1 | 10%
CC(=O)c1ccc(OCCCCN2CCCC2)cc1 | ?
CC(Oc1ccccc1)C(=O)N1CCC(c2nn(C)c3c2COCC3)CC1 (stereo not drawn) | -13%
COC(=O)C(C)Sc1nc(C)nc2c1c(=O)n(C)c(=O)n2CC(C)C (stereo not drawn) | 10%
CCOc1cc(C=O)ccc1OCc1cccc2ccccc12 | -3%
O=C(COc1ccc(Cl)cc1)OCc1cc(=O)n2nc(-c3cccs3)sc2n1 | ?
Cc1cc(Cl)ccc1OCc1n[nH]c(=S)n1C | 4%
CCc1ccc(C(=O)c2cn(Cc3ccccc3)c3cc(OC)c(OC)cc3c2=O)cc1 | -24%
COc1ccc(Cn2c(C(C)n3cccn3)n[nH]c2=O)cc1 (stereo not drawn) | 42%[activator]
CC(=O)c1cccc(NS(=O)(=O)c2ccc(-c3coc(C)n3)cc2)c1 | 11%
Cc1ccc(C)c(N2CCN(S(=O)(=O)c3cc(C(=O)Nc4cc(Cl)cc(Cl)c4)ccc3F)CC2)c1 | -3%
COc1ccc(NC(=O)c2ccc3oc(=O)c(S(=O)(=O)c4ccc(F)cc4)cc3c2)cc1OC | -21%

# The listing continues:
SMILES,KDM5B inhibitor
Cc1ccc(N(CC(O)CN2CCOCC2)S(=O)(=O)c2ccc(C)cc2)cc1 (stereo not drawn),12%
COc1cc(OC(F)(F)F)ccc1C(=O)N1CCC(C)(C(=O)O)CC1,-9%[115 µM]
O=C(CC1CC2CCC1C2)OCC(=O)c1ccc2c(c1)OCO2 (stereo not drawn),9%
CN(C)C(=O)c1cccnc1OC1CCN(C(=O)C2CCOCC2)CC1,-11%
CCOC(=O)C1=C(COC(=O)CC(O)(c2ccccc2)C(F)(F)F)NC(=O)NC1c1cccs1 (stereo not drawn),-20%
Cc1ccc(NC(=O)CNCCCN2CCOCC2)cc1S(=O)(=O)N1CCCCC1,?
CN1c2cc(C(=O)NCc3ccc(F)cc3F)ccc2C(=O)N2CCCC21 (stereo not drawn),?
CN(C)C(=O)C(NCCc1c[nH]c2ccccc12)c1ccccc1 (stereo not drawn),6%
COc1cccc(-c2ccc3c(N)c(C(=O)c4ccc(Br)cc4)sc3n2)c1,?

# Bioassay records: PubChem BioAssay, National Center for Advancing Translational Sciences (NCATS)
